CXXC DNA block: qHTS Fluorescence Polarization Assay for Inhibitors of MLL CXXC domain - DNA interaction | Histone-lysine N-methyltransferase 2A (Homo sapiens), Q03164 | 0.037% of 290,000 active | MLL-CXXC / FITC-HOXA9 DNA fluorescence polarization | Potency, µM (doses to about 115 µM), inactives show at the top dose activity change, negative = inhibition, most hits filed as inhibitors; active means well fitted inhibition curve with a large enough effect in the polarisation, with a control signal flat, not every such curve was filed as active; inconclusive means small, poorly fitted or top-dose-only effect, or effect the other way, or a change in a side signal; inactive means no such curve, though single readings can be large or run the other way; the % refers to the polarisation; further: potency means the concentration at half of the fitted maximal effect
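Purified MLL-CXXC (added from a 7 uM solution) was preincubated 5 min at ambient with pinned compounds in 50 mM Tris-HCl pH 7.5, 50 mM NaCl, 1 mM DTT, 0.05% BSA. Fluorescein-labeled HOX-A9 DNA (50 nM solution) followed, 30 min, then polarization read.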
hERG WT inh: qHTS for Inhibitors of KCHN2 3.1: Wildtype qHTS; Voltage-gated inwardly rectifying potassium channel KCNH2 (Homo sapiens), Q12809; U2OS, BacMam KCNH2, thallium flux FluxOr; stronger effect = lower value; activity change, % at 1.84 µM; 0.37% of 340,000 active;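 active means maximum activity change below -70%; inconclusive means maximum activity change between -70% and -50%; inactive means maximum activity change above -50%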; further: on the % scale 0 is the no-effect control and ±100 the full control effect
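U2OS cells transduced with wild-type KCNH2 virus are loaded with FluxOr dye for 45 min, and thallium flux is measured in kinetic reads before and after stimulation buffer. Rate constants are normalized to DMSO controls.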
a7 integrin act: qHTS for Activators of Integrin-Mediated Alleviation for Muscular Dystrophy; alpha7betagal myoblasts, beta-gal FDG fluorescence, 48 h; Potency, µM (highest dose often 38.3 µM), for inactives: top-dose activation, most hits filed as activators; 0.064% of 350,000 active;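 further: potency means the concentration at half of the fitted maximal effect; 100% = response of the positive control SU9516; nearly all actives have a fitted effect of over 60% in size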
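Alpha7betagal+/- myoblasts (passage 13) were plated 16-24 hr, then exposed to compounds (1:260 dilution of DMSO stock) for 48 hours at 37C. After MPER lysis, β-galactosidase reporter activity was read as FDG fluorescence (ex 480/em 540) after 30 minutes.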
TRPV1 ag: HTS Assay for Compounds that Act as Agonists of the Vanilloid Receptor 1 | TRPV1-expressing cells, Fluo-8 calcium influx, agonist mode | activation, % at 8.33 µM | 0.19% of 320,000 active | AID 540275, 2011; in the data active means activation above about 80%; inconclusive means between about 30% and that limit; further: 0% is about no effect
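Fluo-8 calcium influx in TRPV1-expressing cells, kinetic read (ex 480/em 520 nm). Compound added and read 3 min for agonist activity, followed by capsaicin at EC20 final and 2 min further read for enhancement.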
KCNH2 3.1 block: qHTS for Inhibitors of KCHN2 3.1: Mutant qHTS; Potassium voltage-gated channel subfamily H member 2, brain isoform KCNH2 3.1 (human); U2OS KCNH2 3.1, thallium flux FluxOr; stronger effect = lower value; activity change, % (tested at about 1.8 µM); 0.95% of 340,000 active; AID 720553, 2013;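 active means maximum activity change below -70%; inconclusive means maximum activity change from -70% to -50%; inactive means maximum activity change above -50%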;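 further: thallium influx rate constant from kinetic fluorescence after stimulation buffer; on the % scale 0 is the no-effect control and ±100 the full control effect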
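Thallium flux via FluxOr fluorescence (Red40 quencher, 45 min loading) in U2OS cells virally expressing the KCNH2 3.1 isoform (1.77 x 10^8 /mL virus, overnight at 37 C). Rate constants from 2-min kinetic reads post-stimulation, normalised to positive and negative controls.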
AT treatment: qHTS Assay for Identifying a Potential Treatment of Ataxia-Telangiectasia; […] A-T fibroblasts, KAP-1 phosphorylation AlphaLISA; neocarzinostatin DNA damage 30 min before lysis; Potency, µM (highest dose often 57.5 µM), without a hit: top-dose activation, hits mostly activators; 0.19% of 320,000 active; AID 485349, 2010; further: potency means the concentration at half of the fitted maximal effect; % of control where 0% means no effect; nearly all actives have a fitted effect of over 45% in size
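ATM-like activity read as KAP-1 phosphorylation via AlphaLISA donor/acceptor antibody pairs after lysis and 6 hr at 25C. Cells were ATM-null patient fibroblasts ([…], hTERT), dosed 60 min, then exposed to the DSB inducer NCS for 30 min.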
ASM inhibitor: Inhibitors of Secretory Acid Sphingomyelinase (S-ASM): qHTS; 0.006% of 340,000 active; Sphingomyelin phosphodiesterase (Homo sapiens), P17405; Potency, µM (doses to about 57.5 µM), for the others: at the top dose activity change, negative = inhibition, most hits filed as inhibitors; placental ASM, HMU-PC fluorogenic substrate, 60 min; further: potency means the concentration at half of the fitted maximal effect
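Fluorogenic HMU-PC substrate (9 uM final) is turned over by placental ASM in 60 min at 37 C after a 10 min compound preincubation. Reaction ended by alkaline stop (pH 10), with fluorescence read at 386/447 nm.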
MBNL1-CUG inh: qHTS Assay for Inhibitors of MBNL1-poly(CUG) RNA binding. AID 2675, 2010. Potency, µM (series often up to 57.5 µM), without a hit: at the top dose activity change, negative = inhibition, usual class: inhibitors. TR-FRET MBNL1-His/biotin-(CUG)12 binding, 665/545 ratio. 0.036% of 280,000 active. Muscleblind-like protein 1 (Homo sapiens), Q9NR56; active means well fitted inhibition curve with a large enough effect in the signal ratio, with a control signal flat, not every such curve was filed as active; inconclusive means small, poorly fitted or top-dose-only effect, or effect the other way, or a change in a side signal; inactive means no such curve, though single readings can be large or run the other way; the % refers to the signal ratio; further: potency means the concentration at half of the fitted maximal effect; on the % scale 0 is the no-effect control and ±100 the full control effect
Target sequence (Q9NR56 whole entry, looked up): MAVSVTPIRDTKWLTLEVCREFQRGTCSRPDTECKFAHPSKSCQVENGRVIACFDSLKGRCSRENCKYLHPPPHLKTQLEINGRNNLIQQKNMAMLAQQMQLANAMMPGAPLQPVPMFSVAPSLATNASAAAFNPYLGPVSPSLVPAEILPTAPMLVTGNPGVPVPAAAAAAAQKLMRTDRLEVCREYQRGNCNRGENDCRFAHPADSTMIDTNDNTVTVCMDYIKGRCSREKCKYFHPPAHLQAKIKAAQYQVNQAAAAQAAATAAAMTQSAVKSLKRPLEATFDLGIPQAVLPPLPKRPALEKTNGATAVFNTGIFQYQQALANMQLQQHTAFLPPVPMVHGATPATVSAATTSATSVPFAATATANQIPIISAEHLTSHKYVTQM
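TR-FRET between His-tagged MBNL1 and biotin-(CUG)12 RNA, detected with Tb anti-His antibody (0.055 ng/ul) and streptavidin-XL665 (5 nM), 60 min at room temperature. Compounds titrated 92 nM to 58 uM; 665/545 nm ratio normalized to buffer and complex controls.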
GALK inh: qHTS Assay for Inhibitors of Human Galactokinase (GALK). AID 1868, 2009. Purified GALK, Kinase-Glo residual ATP luminescence. 0.007% of 270,000 active. Potency, µM (top dose mostly 57.5 µM), without a hit: at the highest dose activity change, negative = inhibition, hits mostly inhibitors; further: potency means the concentration at half of the fitted maximal effect; on the % scale 0 is the no-effect control and ±100 the full control effect
Target sequence (P51570 whole entry, looked up): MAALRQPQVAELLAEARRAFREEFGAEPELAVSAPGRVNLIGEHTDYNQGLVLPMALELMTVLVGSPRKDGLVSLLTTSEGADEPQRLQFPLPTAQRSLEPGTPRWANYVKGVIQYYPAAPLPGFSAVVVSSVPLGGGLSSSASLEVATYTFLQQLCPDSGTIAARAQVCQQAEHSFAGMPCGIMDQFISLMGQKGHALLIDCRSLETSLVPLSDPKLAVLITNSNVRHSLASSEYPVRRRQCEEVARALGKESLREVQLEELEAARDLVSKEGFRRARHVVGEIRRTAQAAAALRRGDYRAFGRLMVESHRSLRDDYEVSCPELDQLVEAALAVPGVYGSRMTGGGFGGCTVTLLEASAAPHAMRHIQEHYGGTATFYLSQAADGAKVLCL
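Kinase-Glo Plus luminescence measured ATP left after a 1 h room-temperature reaction. The reaction used 5 nM GALK, 100 uM galactose and 35 uM ATP at pH 8.0 (20 mM HEPES, 5 mM MgCl2, 60 mM NaCl, 1 mM DTT, 0.01% BSA).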
Coupling enz: qHTS Assay for Inhibitors of Fructose-1,6-bisphosphate Aldolase from Giardia Lamblia: Coupling assay counterscreen | coupling enzyme system counterscreen, AmpLite Red fluorescence | activity change, negative = inhibition, % at 58.2 µM, hits read low | 0.67% of 290,000 active | AID 2472, 2010; in the data active means activity change below about -30%; further: on the % scale 0 is the no-effect control and ±100 the full control effect
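Compounds tested against the coupling enzymes alone at 57.5 uM final; readout was AmpLite Red fluorescence (525/598 nm) after 20 min at RT.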
An asterisk follows results filed as active; i = inactive; ? = inconclusive; · = no result given; [ ] = remark or other dose. Unless noted, the call rests on the fitted dose curve; in most records, active means well fitted curve in the direction sought with a large enough effect; inconclusive means small, poorly fitted or top-dose-only effect, or another doubt; inactive means no such curve, though single readings can be large; an effect the other way counts as inactive or inconclusive. Outcome played no part in choosing rows; 2% or so of the library scored in one or more.

entry	SMILES	CXXC DNA block	hERG WT inh	a7 integrin act	TRPV1 ag	KCNH2 3.1 block	AT treatment	ASM inhibitor	MBNL1-CUG inh	GALK inh	Coupling enz
1	C/C(=C\c1cc(C(=O)O)c(C)o1)CO	-4%	1	2%	0	14	-1%	9%	-3%	-6%	-1
2	COC(=O)c1[nH]c2ccccc2c1NS(=O)(=O)c1ccc(OC)cc1OC	-1%	14	8%[7.66 µM]	0	16	-2%	-2%	-2%	-3%	0
3	CCOc1c(Cl)cc(CNCC(O)c2ccccc2)cc1OC (stereo not drawn)	35%[activator]	-1	0%	1	10	1%	-1%	-1%	1%	3
4	Cc1c(NC(=O)C(C)n2cc([N+](=O)[O-])cn2)c(=O)n(-c2ccccc2)n1C (stereo not drawn)	-4%	-3	4%	-2	-2	1%	0%	0%	-2%	1
5	COc1ccc(C2CC(=O)Nc3sc(=N)c4c(N)c(C#N)c(N)nc4c32)cc1OC (stereo not drawn)	3%	-1	-30%	-2	5	4%	70%[activator]	?	-1%	2
6	O=C(CSc1nccc(=O)[nH]1)c1ccccc1Br	1%	25	26%	0	-3	·	2%	6%	3%	6
7	COc1ccc(OC)c(NC(=O)COC(=O)CCS(=O)(=O)c2ccc(Cl)cc2)c1	·	-10	2%	·	1	-3%	-1%	·	·	·
8	O=C(O)c1ccc(OCC(O)Cn2cnc3ccccc32)cc1 (stereo not drawn)	-9%	-11	0%	2	-11	·	-2%	5%	-1%	0
9	COc1ccc(C(C)(C)C)cc1NC(=O)COc1ccc(-c2nnco2)cc1	·	-18	-1%	·	-29	7%	-3%	·	·	·
10	Oc1ccc(C=Nc2cccc3ccccc23)c(O)c1	30%	-6	0%	-6	-1	10%	4%	?	-5%	-35*
11	O=C(O)c1nn(-c2cccc(Cl)c2)c(=O)cc1O	-4%	i	-6%	2	13	2%	3%	-2%	3%	3
12	Cc1sc(NC(=O)C2CCCCC2C(=O)O)c(C(N)=O)c1-c1ccc(C(C)(C)C)cc1 (stereo not drawn)	-13%	-6	-25%	5	3	-8%	-20%	4%	3%	15
13	O=S(=O)(c1ccc(F)cc1)N1CCN(CC(O)COc2ccccc2F)CC1 (stereo not drawn)	0%	-7	24%	1	-3	-4%	-1%	-5%	4%	3
14	COc1ccc(N2CCN(C(=O)COC(=O)/C=C/c3ccc(OC(F)F)cc3)CC2)cc1	·	4	-7%	4	-44	-5%	-1%	·	·	·
15	CCc1cc(C(=O)N2CCN(c3ncccn3)CC2)sc1C	·	-4	15%	8	-5	13%	1%	·	·	·
16	Cc1ccc(CNC(=O)CSc2nnc3n2CCCCC3)cc1	·	-7	17%	0	-4	-1%	3%	·	·	·
17	Cc1cc(C)nc(CCNC(=O)CC2C(=O)NCCN2Cc2ccccc2)n1 (stereo not drawn)	21%	5	1%	0	5	4%	9%	0%	-7%	-3
18	COc1ccc(Cl)cc1NC(=O)CSc1nncn1-c1cccnc1	-9%	-1	-35%	-1	-16	3%	-2%	-9%	-2%	-4
19	O=C(Nc1ccn(Cc2c(F)c(F)c(F)c(F)c2F)n1)c1cccc(Cn2cc([N+](=O)[O-])cn2)c1	32%[activator]	0	2%	-1	-9	2%	-1%	4%	0%	1
20	O=C(Nc1ccccc1OC(F)F)c1cccc(S(=O)(=O)N2CCCC2)c1	3%	-3	-18%	-2	1	0%	2%	-7%	2%	-2
21	CSc1ccccc1NC(=O)Cc1ccccc1	5%	2	5%	-2	29	0%	4%	-5%	-1%	4
22	COc1ccc(-c2cc(C(F)(F)F)n3ncc(C(=O)O)c3n2)cc1OC	1%	-10	8%	-4	6	-1%	-4%	?	-1%	10
23	Cc1ccc(-c2csc(NC(=O)C3=NN(C4CCS(=O)(=O)C4)C(=O)CC3)n2)cc1 (stereo not drawn)	-15%	-11	?	0	-7	-2%	-2%	-6%	5%	2
24	CN(Cc1ccccn1)Cc1nc(-c2ccc(Cl)cc2)no1	2%	·	?	4	-3	5%	-1%	-5%	6%	2
25	Cc1c(Nc2nc3ccccc3nc2NS(=O)(=O)c2cccc(Cl)c2)c(=O)n(-c2ccccc2)n1C	1%	2	12%	-1	34	-2%	·	-15%[11.5 µM]	·	14
26	O=C(NCc1ccccc1)c1cc[n+](Cc2ccccc2)cc1	2%	-3	-13%	1	5	1%	-3%	?	-1%	1
27	COc1ccc(F)cc1COc1nc(C)nc2ccccc12	17%	-3	-5%	0	-14	-2%	-4%	-2%	-1%	-1
28	CC(=O)Nc1ccc(NS(=O)(=O)c2cc(Cl)sc2Cl)cc1	-5%	15	8%	1	-10	5%	-2%	-6%	-1%	-5
29	CCOCC(=O)Nc1ccccc1C(=O)OCC	-4%	-2	-23%	-1	-1	4%	1%	5%	1%	6
30	O=[N+]([O-])c1ccc(N2CCc3ccccc3C2)cc1	-3%	8	-20%	-5	-26	-2%	-14%	21%	-7%	0
31	COc1ccc(NC(=O)CN2C(=O)C(C)Oc3ccccc32)c(OC)c1 (stereo not drawn)	6%	8	5%[7.66 µM]	-2	-5	12%	4%	-2%	0%	3
32	CCCCc1ccc(-c2csc(/C(C#N)=C/c3ccc(C)o3)n2)cc1	3%	-2	9%	1	-2	-2%	-14%	20%	3%	1
33	O=C(NCCO)c1cc2c([nH]c3ccccc32)c(-c2ccc(F)cc2)n1	-3%	-4	33%	3	14	3%	140%[activator]	-6%	-2%	-2
34	CCOc1ccc(OCC)c(NC(=O)C2CCN(S(=O)(=O)c3c(C)[nH]c(=O)[nH]c3=O)CC2)c1	-9%	7	11%	-2	25	3%	-1%	-1%	0%	1
35	Cc1cc(OCC(=O)N2CCC(O)CC2)c2c(C)cc(=O)oc2c1	8%	7	-24%	0	13	5%	3%	-2%	-1%	·
36	Cc1ccc(C(=O)Nc2ccc(Nc3ccccc3)cc2)c(Cl)c1	24%	0	-13%	16	1	19%	-2%	-4%	-2%	-5
37	CCCCOC(=O)Cn1c(=O)n(CC(=O)OCCCC)c2cc(C)ccc21	3%	0	5%	?	-10	·	-2%	-9%	-2%	-3
38	COCCN(CC(=O)Nc1cccc(C)c1C)C(=O)c1cc2c(s1)CCC2	·	33	-15%	11	-4	-3%	7%	·	·	·
39	COCCn1nnnc1C(C(C)C)N(Cc1cccnc1)Cc1ccccc1Cl (stereo not drawn)	23%	6	-8%	13	-7	-4%	4%	5%	0%	4
40	COc1cc(/C=C(\C#N)C(=O)c2ccc(O)c(O)c2)cc(I)c1O	?	2	·	-2	3	-13%	-20%	?	·	·
41	CC[C@@H]1C/C=C\Cc2ccccc2[C@H](C(=O)C[C@@H](O)CC(C)=O)OC1=O	·	-12	1%	·	18	28%	5%	·	·	·
42	CC(=O)Nc1cccc(NC(=O)CS(=O)(=O)c2cn(CC(=O)N3CCCC3)c3ccccc23)c1	-18%	-9	0%	0	·	6%	-2%	-3%	-7%	·
43	CS(=O)(=O)N1CCC(C(=O)Nc2cc(Cl)cc(Cl)c2)CC1	9%	3	8%	0	13	4%	4%	-5%	-4%	-2
44	CC1N/C(=C\C(=O)c2ccccc2)N(O)C1(C)C (stereo not drawn)	0%	3	-9%	2	-7	0%	-1%	-8%	1%	-1
45	N#CCC(=O)Nc1ccc(C(=O)NCCc2c[nH]c3ccccc23)cc1	3%	5	11%	2	16	6%	1%	1%	-1%	-3
46	CCOc1ccccc1NC(=O)CC1SC(=N)N(c2ccccc2)C1=O (stereo not drawn)	-12%	·	·	8	·	-15%	·	-4%	6%	4
47	O=C(O)CC(CC(=O)N1CCOCC1)c1ccccc1 (stereo not drawn)	3%	7	27%	-2	-2	-9%	1%	-3%	10%	-1
48	COc1ccc(CN2C(=O)c3ccccc3C(/C=N/OCc3ccc(Cl)cc3)C2=O)cc1 (stereo not drawn)	1%	-15	7%	1	-48	0%	89%[activator]	2%	0%	-20
49	COCCCNC(=O)Nc1ccc(F)cc1F	9%	-11	0%	-25	-2	0%	1%	-2%	0%	2
